TrxR1 substrate = is turned over as a substrate by rat TrxR1. AID 588456. purified TrxR1 substrate turnover, NADPH consumption readout. Potency, µM (series often up to 114 µM), for the others: at the highest dose activity change, negative = substrate turnover. hit rate 0.01% among 390,000; also: % is scaled to controls: 0 for no effect and ±100 for the full control effect; nearly all actives have a fitted effect of over 50% in size
Target sequence (O89049 whole entry, looked up): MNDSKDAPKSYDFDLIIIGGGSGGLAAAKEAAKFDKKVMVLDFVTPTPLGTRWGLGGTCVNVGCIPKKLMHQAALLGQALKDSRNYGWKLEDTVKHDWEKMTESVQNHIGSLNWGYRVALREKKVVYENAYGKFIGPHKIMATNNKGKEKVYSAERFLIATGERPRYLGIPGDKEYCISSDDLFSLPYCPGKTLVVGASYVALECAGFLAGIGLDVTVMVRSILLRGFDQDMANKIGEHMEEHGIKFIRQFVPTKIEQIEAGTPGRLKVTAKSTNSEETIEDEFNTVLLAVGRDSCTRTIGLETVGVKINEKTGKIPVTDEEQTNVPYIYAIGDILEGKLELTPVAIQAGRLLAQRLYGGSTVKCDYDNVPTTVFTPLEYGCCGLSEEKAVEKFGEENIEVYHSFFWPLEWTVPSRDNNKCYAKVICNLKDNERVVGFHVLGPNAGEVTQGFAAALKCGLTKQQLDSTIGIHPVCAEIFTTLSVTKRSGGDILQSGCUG
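Rat TrxR1, dispensed at 90 nM, was prereduced with 400 uM NADPH (final) for 5 min at ~22 deg C, then incubated with compound 15 min before 400 uM selenite. A first-read NADPH fluorescence drop versus no-compound background flagged substrates.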
RGS4 inhibitor = inhibitors of human regulator of G protein signaling 4 | Potency, µM (doses to about 114 µM), for the others: top-dose activity change, negative = inhibition, hits mostly inhibitors | hit rate 0.039% among 390,000 | AID 504845 | Transcreener GDP fluorescence polarization, RGS4-accelerated GTP hydrolysis; also: % is scaled to controls: 0 for no effect and ±100 for the full control effect; nearly all actives have a fitted effect of over 75% in size; some results filed as inactive show a strong effect at the top dose
Target sequence (P49798 whole entry, looked up): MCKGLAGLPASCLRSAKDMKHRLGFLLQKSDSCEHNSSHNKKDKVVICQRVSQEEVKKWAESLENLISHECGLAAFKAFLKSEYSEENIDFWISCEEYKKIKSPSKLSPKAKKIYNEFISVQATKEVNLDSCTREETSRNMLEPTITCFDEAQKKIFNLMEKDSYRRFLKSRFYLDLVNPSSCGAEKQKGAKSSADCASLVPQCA
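MLSMR compounds (23 nl, pin-transferred) preincubated 10 min at room temperature with a 500nM (2x) first reagent, then RGS4 at 900nM (2x) plus Transcreener GDP mix added; fluorescence polarization (620/688 nm) read before and after 90 min at 30 °C.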
RXFP1 ag = agonists of human relaxin receptor RXFP1. Potency, µM (titrated, usually from 57.5 µM), inactives show at the top dose activation, hits mostly activators. hit rate 0.3% among 370,000. Q9HBX9. AID 2676. HEK293T-RXFP1 cAMP TR-FRET, 30 min; response scale: percent of porcine relaxin response, buffer zero; also: % is scaled to controls: 0 for no effect and ±100 for the full control effect; nearly all actives have a fitted effect of over 60% in size; many of its hits are not listed in these tables
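cAMP rise read by TR-FRET after 30 min, 37C compound exposure (up to 58 uM) in RXFP1-transfected HEK293 cells with Ro 20174 present. EC50 from Hill-equation fits, with 29 nM porcine relaxin as 100% and buffer as basal.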
ALOX12 inh = blocks human arachidonate 12S-lipoxygenase; purified 12hLO, xylenol orange hydroperoxide absorbance; AID 1671190; P18054; Potency, µM (top dose mostly 108 µM), for the others: top-dose activity change, negative = inhibition, hits mostly inhibitors; hit rate 1.1% among 580,000; also: % is scaled to controls: 0 for no effect and ±100 for the full control effect
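Hydroperoxide product was detected by ferrous iron/xylenol orange as the 573 to 405 nm absorbance ratio. Arachidonic acid at 40 uM (final) was turned over for 30 min at room temperature by 150 nM human 12hLO, pH 7.0 Hepes buffer, after 15 min compound preincubation.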
IDH1 R132H inh = inhibitors of human mutant IDH1 R132H | O75874 | IDH1-R132H enzyme, NADPH consumption, diaphorase/resazurin fluorescence | Potency, µM (series often up to 76.6 µM), inactives show at the top dose activity change, negative = inhibition, usual class: inhibitors | hit rate 0.093% among 390,000; also: % is scaled to controls: 0 for no effect and ±100 for the full control effect; nearly all actives have a fitted effect of over 65% in size
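IDH1-R132H (0.5 ug/mL) preincubated 30 min with compound, then NADPH (0.016 mM) and alpha-KG (2 mM) added; 80 min at RT, pH 7.5. Remaining NADPH coupled via diaphorase/resazurin to fluorescence (540/590 nm); concentration-response curves normalized to no-enzyme control.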
Vif-APOBEC3F blk = Vif-A3F binding inhibition; Potency, µM (top dose mostly 46.1 µM), for the others: top-dose activity, negative = active; hit rate 0.2% among 390,000; HeLa A3F-eYFP + Vif (tagged APOBEC3F with the HIV-1 protein that degrades it), YFP fluorescence increase; also: % of control where 0% means no effect; nearly all actives have a fitted effect of over 65% in size
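HeLa cells stably expressing Vif plus C-terminally eYFP-tagged A3F were seeded, incubated overnight at 37 deg C, dosed with compound, incubated overnight again at 37 deg C. Yellow fluorescence (Ex 488/Em 500-530) reported blocked Vif-mediated A3F-eYFP degradation.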
TrxR1 inh = inhibitors of rat thioredoxin reductase 1; recombinant rTrxR1, NADPH fluorescence consumption, selenite substrate; Potency, µM (titrated, usually from 114 µM), without a hit: top-dose activity change, negative = inhibition, most hits filed as inhibitors; hit rate 1% among 390,000; AID 588453; also: % is scaled to controls: 0 for no effect and ±100 for the full control effect; nearly all actives have a fitted effect of over 65% in size
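Rat TrxR1 (90 nM in the dispensed reagent) was pre-reduced with 400 uM NADPH for 5 min at room temperature, then incubated with compound for 15 min. After 400 uM selenite was added, NADPH fluorescence (Ex 340/Em 450 nm) was followed for 8 min.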
Vif-A3G inh = Vif-A3G binding inhibition; AID 602310; Potency, µM (series often up to 46.1 µM), inactives show top-dose activity, negative = active, usual class: inhibitors; HeLa A3G-eYFP + Vif (tagged APOBEC3G with the HIV-1 protein that degrades it), YFP fluorescence, overnight; hit rate 0.076% among 410,000; Q9HC16;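 also: % is scaled to controls: 0 for no effect and ±100 for the full control effect; nearly all actives have a fitted effect of over 60% in size; hits raise eYFP signal because A3G escapes Vif-driven loss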
Target sequence (Q9HC16 whole entry, looked up): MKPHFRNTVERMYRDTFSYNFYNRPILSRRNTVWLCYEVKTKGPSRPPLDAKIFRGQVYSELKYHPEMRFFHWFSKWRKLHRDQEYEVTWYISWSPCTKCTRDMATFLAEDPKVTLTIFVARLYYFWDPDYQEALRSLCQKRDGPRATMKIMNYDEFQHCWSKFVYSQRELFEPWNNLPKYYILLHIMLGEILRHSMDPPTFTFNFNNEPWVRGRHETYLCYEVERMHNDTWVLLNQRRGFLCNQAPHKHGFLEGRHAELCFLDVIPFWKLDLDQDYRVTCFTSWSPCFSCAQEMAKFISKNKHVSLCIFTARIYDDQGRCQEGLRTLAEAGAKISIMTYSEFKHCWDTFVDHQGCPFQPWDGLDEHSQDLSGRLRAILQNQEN
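HeLa cells stably expressing Vif and C-terminally eYFP-tagged A3G, seeded overnight at 37 deg C, then exposed to compound by pintool overnight at 37 deg C. Rise in yellow fluorescence (Ex 488/Em 500-530, Acumen) marks blocked Vif-driven A3G degradation.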
USP1 inh = inhibitors of human USP1/UAF1 deubiquitinase | recombinant USP1/UAF1, Ub-Rhodamine cleavage fluorescence | Potency, µM (highest dose often 57.1 µM), for inactives: at the highest dose activity change, negative = inhibition, most hits filed as inhibitors | O94782 | hit rate 0.23% among 390,000; also: % is scaled to controls: 0 for no effect and ±100 for the full control effect; nearly all actives have a fitted effect of over 60% in size; inactives centre near -12
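1 nM enzyme complex + cpd, 15 min RT; start with Ub-Rho 150nM final; kinetic fluorescence ex 480/em 540, 6 reads q60 s. Buffer 50mM HEPES pH 7.8, 0.5mM EDTA, 0.1 mg/ml BSA, 1mM TCEP, 0.01% Tween-20.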
Starred values were filed as active, the others as inactive; ? = inconclusive; . = not tested or not shown; [ ] = another dose, or the depositor's remark. Calls follow the shape of the dose curve; as a rule, active = well fitted curve in the direction sought with a large enough effect; inconclusive = small, poorly fitted or top-dose-only effect, or another doubt; inactive = no such curve, though single readings can be large; an effect the other way counts as inactive or inconclusive. Potency is read from the fitted curve at half-maximal effect. Only part of the results is shown (hit frequency here may not be typical).

1. Cc1ccc(-c2[nH]nc3c2C(c2ccccc2OC(=O)N2CCOCC2)C(C#N)=C(N)O3)cc1 (stereo unspecified)
2. CCOc1ccc(-n2c(/C=C/c3ccccc3)nc3ccccc3c2=O)cc1
3. CCC(=NCc1ccco1)c1c(O)n(Cc2ccccc2)c(=O)[nH]c1=O
4. O=[N+]([O-])NC1=NCCN1Cc1ccc(Cl)nc1
5. O=c1[nH]c(=S)[nH]c(O)c1C(c1ccccn1)c1c(O)[nH]c(=S)[nH]c1=O
6. O=C1CC(=O)N(c2ccccc2)C(=O)N1

assay / compound | 1 | 2 | 3 | 4 | 5 | 6
TrxR1 substrate | -5% | -5%[57.1 µM] | 3%[57.1 µM] | 0% | -3% | 3%
RGS4 inhibitor | ? | 12% | 3% | ? | -30% | ?
RXFP1 ag | 0.4% | -2.1% | -1.0% | 20% | 0.1% | .
ALOX12 inh | 2% | 1% | -15% | 4% | -1% | ?
IDH1 R132H inh | 10% | -3% | -1% | 4% | 5% | 8%
Vif-APOBEC3F blk | -5% | 4% | -1% | 2% | 0% | -18%
TrxR1 inh | -9% | -3%[57.1 µM] | 14µM* | 18% | -4% | -13%
Vif-A3G inh | -10% | 3% | -2% | 2% | -1% | -1%
USP1 inh | -15% | -31% | -15% | -13% | -17% | 0%

Quoted from the listing:
compound 2 in RGS4 inhibitor = 12%
compound 3 in TrxR1 substrate = 3%[57.1 µM]

The listing picks up with the 3 entries that preceded the break.
4. O=[N+]([O-])NC1=NCCN1Cc1ccc(Cl)nc1
5. O=c1[nH]c(=S)[nH]c(O)c1C(c1ccccn1)c1c(O)[nH]c(=S)[nH]c1=O
6. O=C1CC(=O)N(c2ccccc2)C(=O)N1
7. NP(=O)(OCCCc1ccccc1)Oc1ccccc1 (stereo unspecified)
8. Cc1ncc(CO)c2c1Oc1nc(-c3ccccc3Cl)nc(SCc3ccccc3F)c1C2
9. c1cc2c(cc1[C@H]1OC[C@H]3[C@@H]1CO[C@H]3c1ccc3c(c1)OCO3)OCO2
10. CC(=O)O[C@@]12CO[C@@H]1C[C@H](O)[C@@]1(C)C(=O)[C@H](O)C3=C(C)[C@@H](OC(=O)[C@H](O)[C@@H](NC(=O)c4ccccc4)c4ccccc4)C[C@@](O)([C@@H](OC(=O)c4ccccc4)C12)C3(C)C (stereo partly specified)
11. CC12Cc3cnoc3C=C1CCC1C2CCC2(C)C1CCC2(C)O (stereo unspecified)
12. CC1OC(OC2CC(O)C3(CO)C4C(O)CC5(C)C(C6=CC(=O)OC6)CCC5(O)C4CCC3(O)C2)C(O)C(O)C1O (stereo unspecified)

assay / compound | 4 | 5 | 6 | 7 | 8 | 9 | 10 | 11 | 12
TrxR1 substrate | 0% | -3% | 3% | 10%[57.1 µM] | 0% | 1% | 0%[57.1 µM] | -9% | 9%[57.1 µM]
RGS4 inhibitor | ? | -30% | ? | -8% | 6% | -12% | -3% | 23% | -4%
RXFP1 ag | 20% | 0.1% | . | 0.3% | -0.3% | . | -1.1% | . | .
ALOX12 inh | 4% | -1% | ? | 0% | 0% | -10% | 65%[activator] | ? | 4%
IDH1 R132H inh | 4% | 5% | 8% | -2% | -15% | 3% | -2% | ? | 0%
Vif-APOBEC3F blk | 2% | 0% | -18% | 12% | -6% | 7% | -3% | 0% | -6%
TrxR1 inh | 18% | -4% | -13% | 30%[activator][57.1 µM] | 5% | 14% | 5%[57.1 µM] | -16% | 4%[57.1 µM]
Vif-A3G inh | 2% | -1% | -1% | -1% | -3% | -1% | -32% | -5% | -6%
USP1 inh | -13% | -17% | 0% | ? | ? | -25% | -3% | -9% | -9%

13. O=c1nc(/C=C/c2ccc(Cl)cc2Cl)cc(C(F)(F)F)[nH]1
14. NC12CN3CN(CN(C3)C1)C2 (tested in a mixture with another compound)
15. C#CCN1CCN(c2cccc(C(F)(F)F)c2)CC1
16. CCN1CCN(C(=O)COc2cc(=O)n(CC)c3ccccc23)CC1
17. CCCn1c(C(=O)c2ccccc2)nc2ccccc21
18. COc1ccc(NS(=O)(=O)c2ccc(OCC(=O)N3CCN(C)CC3)cc2)cc1Cl

assay / compound | 13 | 14 | 15 | 16 | 17 | 18
TrxR1 substrate | 10%[2.29 µM] | 1% | 8% | -2% | -8% | 5%
RGS4 inhibitor | ? | 6% | -5% | 26% | 23% | 3%
RXFP1 ag | 0.4% | -0.6% | 0.6% | 0.7% | 1.0% | 3.2%
ALOX12 inh | 20% | 17% | 1% | -14% | ? | 1%
IDH1 R132H inh | 6% | 1% | 4% | 1% | 0% | 14%
Vif-APOBEC3F blk | 7% | 0% | -4% | -2% | -9% | 2%
TrxR1 inh | -15% | -10% | 16%[57.1 µM] | 4% | 14% | 11%
Vif-A3G inh | ? | 3% | 0% | 0% | 0% | -5%
USP1 inh | ? | 0% | -17% | -8% | -15% | -7%

19. CC1(C(O)(C#CCN2CCCCC2)c2ccccc2)CCCC1 (stereo unspecified)
20. CCOC(=O)CCN=Cc1c(O)n(-c2ccc(Br)cc2)c(=O)[nH]c1=O
21. CCOP(=O)(OCC)C(O)c1ccccc1 (stereo unspecified)
22. CNC(CC(C)C)C(=O)NC1C(=O)NC(CC(N)=O)C(=O)NC2C(=O)NC3C(=O)NC(C(=O)NC(C(=O)O)c4cc(O)cc(O)c4-c4cc3ccc4O)C(O)c3ccc(c(Cl)c3)Oc3cc2cc(c3OC2OC(CO)C(O)C(O)C2OC2CC(C)(N)C(O)C(C)O2)Oc2ccc(cc2Cl)C1O (stereo unspecified)
23. O=c1[nH]c(=O)n(CCc2ccccc2)c(O)c1C=NC1CC1
24. N#CCCn1cc(C(=O)Nc2ccccc2Br)c(-c2ccc([N+](=O)[O-])cc2)n1

assay / compound | 19 | 20 | 21 | 22 | 23 | 24
TrxR1 substrate | -3% | 6% | 2% | 3% | -3% | 6%[57.1 µM]
RGS4 inhibitor | 12% | -23% | 3% | 10% | -4% | -16%
RXFP1 ag | -0.3% | -0.5% | -0.5% | . | 3.4% | 3.0%
ALOX12 inh | 0% | -24% | -82% | -9% | 3% | -3%
IDH1 R132H inh | 0% | 14% | 8% | 9% | 8% | 3%
Vif-APOBEC3F blk | 0% | . | 0% | -1% | 6% | -16%
TrxR1 inh | 12% | 9% | 21% | -9% | 10% | -6%[57.1 µM]
Vif-A3G inh | 13% | -1% | 0% | 1% | -7% | -1%
USP1 inh | -21% | -2% | -3% | -26% | -13% | -15%

25. O=C(O)CNC(=O)C(CS)Cc1ccccc1 (stereo unspecified)
26. COc1c(C=C2C(=O)NC(=O)NC2=O)c(CCN(C)C(=O)c2ccccc2)cc2c1OCO2
27. O=C(NCC1=C(c2ccc3ccccc3c2)C[C@@H]2CC[C@H]1N2Cc1ccco1)c1cccnc1
28. CCOC(=O)C1C(=O)NC23CCCC2C1c1ccccc1O3 (stereo unspecified)
29. Cc1ccc(-n2c(O)c(C=NCc3ccccn3)c(=O)[nH]c2=S)cc1
30. CN1CCN(c2nc3c(c(=O)[nH]2)CCC3)CC1
31. Cc1nn(Cc2ccccc2)c(C)c1C(=O)NCc1ccccc1
32. CCc1ccccc1NC(=O)CSc1nnc([C@@H](N)Cc2c[nH]c3ccccc23)o1
33. CC1CC(NC(=O)C2C3CCC(O3)C2C(=O)O)CC(C)(C)C1 (stereo unspecified)

assay / compound | 25 | 26 | 27 | 28 | 29 | 30 | 31 | 32 | 33
TrxR1 substrate | 15%[57.1 µM] | -1% | . | -2%[57.1 µM] | -5% | 1% | -4%[57.1 µM] | -17% | -9%
RGS4 inhibitor | -24%[56.9 µM] | -53% | . | 13% | 1% | 13% | -15% | ? | 22%
RXFP1 ag | -0.6% | 0.3% | . | 0.9% | 0.1% | 0.2% | -0.2% | 2.4% | 1.6%
ALOX12 inh | ? | ? | ? | -24% | 0% | -5% | 8% | -21% | -13%
IDH1 R132H inh | 39%[activator] | 19% | -5% | 8% | -3% | -1% | -3% | -2% | 7%
Vif-APOBEC3F blk | -2% | -4% | -5% | -1% | 5% | 0% | 13% | -4% | -13%
TrxR1 inh | 17%[57.1 µM] | 18µM* | . | 6%[57.1 µM] | -2% | 15% | 27%[57.1 µM] | ? | -8%
Vif-A3G inh | -4% | 3% | 1% | 1% | -1% | 5% | 3% | -4% | -11%
USP1 inh | -1% | -2% | -25% | -15% | -14% | -23% | -8% | -3% | 1%

Copied from the results shown for reference:
32. CCc1ccccc1NC(=O)CSc1nnc([C@@H](N)Cc2c[nH]c3ccccc23)o1
33. CC1CC(NC(=O)C2C3CCC(O3)C2C(=O)O)CC(C)(C)C1 (stereo unspecified)

assay / compound | 32 | 33
TrxR1 substrate | -17% | -9%
RGS4 inhibitor | ? | 22%
RXFP1 ag | 2.4% | 1.6%
ALOX12 inh | -21% | -13%
IDH1 R132H inh | -2% | 7%
Vif-APOBEC3F blk | -4% | -13%
TrxR1 inh | ? | -8%
Vif-A3G inh | -4% | -11%
USP1 inh | -3% | 1%

Screening results deposited in PubChem by National Center for Advancing Translational Sciences (NCATS).
